# Screens (PubChem BioAssay)
# Eya2 inh = Eya2 (human) phosphatase inhibition; 330,000 compounds, 0.006% hits; recombinant Eya2, OMFP fluorescence dephosphorylation (OMFP is methylfluorescein phosphate); Potency, µM (doses to about 76.9 µM), for the others: at the top dose activity, negative = inhibition, most hits filed as inhibitors; O00167; also: potency is read from the fitted curve at half-maximal effect; % is scaled to controls: 0 for no effect and ±100 for the full control effect
#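 Eya2 protein (added as 0.2 uM solution) was preincubated with compound for 10 min at ambient temperature in 50 mM HEPES pH 7.5, 50 mM NaCl, 5 uM MgCl2, 0.05% BSA, 1 mM DTT. OMFP (added at 50 uM) then reacted 10 min; fluorescence read at 485/525 nm.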
# USP2a inh = inhibitors of human ubiquitin-specific protease USP2a; O75604; USP2 core, Ub-CHOP2 coupled fluorogenic reporter, 485/531; Potency, µM (series often up to 38.3 µM), without a hit: at the top dose activity change, negative = inhibition, usual class: inhibitors; 330,000 compounds, 0.01% hits; AID 463254;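 also: potency is read from the fitted curve at half-maximal effect; plate controls were DMSO wells for no effect and full inhibition by NEM control for full effect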
#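 Deubiquitinase activity read as fluorescence (485/531 nm) after Ub-CHOP2 cleavage activates the enterokinase reporter on its substrate; USP2 core 10nM, Ub-CHOP2 and substrate 25nM each, 30min compound preincubation then 60min RT; data normalized to NEM, curves fitted.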
# ELG1 genotoxic = inducers of genotoxicity in HEK293T ELG1-luciferase cells. HEK293T ELG1-luciferase reporter, luminescence, 16 h. Potency, µM (highest dose often 46 µM), inactives show at the highest dose activity change, positive = activation, usual class: activators. AID 504466. 330,000 compounds, 1.3% hits; also: potency is read from the fitted curve at half-maximal effect; % of control where 0% means no effect; nearly all actives have a fitted effect of over 60% in size
#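 HEK293T cells expressing luciferase-tagged ELG1 were treated with compound or DMSO for 16 hr at 37°C. Luciferase activity was then read after 30 min with ONE-Glo at room temperature; rising signal flags genetic stress.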
# B2AR arrestin = recruits beta-arrestin to the human beta2-adrenergic receptor. P07550. beta-arrestin recruitment to beta2AR, cell-based reporter. Potency, µM (doses to about 46.1 µM), inactives show at the highest dose activation, usual class: activators. 330,000 compounds, 0.02% hits;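 also: potency is read from the fitted curve at half-maximal effect; 0% = DMSO controls and full agonism = EC100 isoproterenol or metaproterenol; nearly all actives have a fitted effect of over 65% in size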
# p53 reactivation = restores transcriptional activity of mutant p53. H1299 p53-A138V BP100-luciferase reporter, luminescence, 24 h. Potency, µM (doses to about 92.2 µM), for inactives: at the highest dose activity change, positive = activation, most hits filed as activators. 320,000 compounds, 0.063% hits; also: potency is read from the fitted curve at half-maximal effect; % of control where 0% means no effect; nearly all actives have a fitted effect of over 45% in size
#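 p53-null H1299 cells stably carrying temperature-sensitive p53-A138V and a BP100-luciferase reporter were pinned with compounds (4-point, 1:5 series) and held 24 hrs at 37 deg C. Luminescence was read 10 min after detection reagent.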
# PTAP TSG101 blk = blocks PTAP/TSG101 interaction to inhibit HIV-1 budding; Q99816; Fluorescence polarization, FITC-PTAP peptide / Tsg101 binding; Potency, µM (highest dose often 115 µM), for inactives: top-dose activity change, negative = inhibition, hits mostly inhibitors; 340,000 tested, under 10 active; active = well fitted inhibition curve with a large enough effect in the main read-out, with a control signal flat, not every such curve was filed as active; inconclusive = small, poorly fitted or top-dose-only effect, or effect the other way, or a change in a side signal; inactive = no such curve, though single readings can be large or run the other way; also: potency is read from the fitted curve at half-maximal effect; % of control where 0% means no effect
#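 Compounds were pin-transferred onto Tsg101 binding domain (10 uM final) in HEPES pH 7.5 buffer, then FITC-PTAP peptide was added at 50 nM final. After 20 min at RT, polarization reported peptide displacement across a qHTS concentration series.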
# S-ASM inh = human S-ASM enzyme inhibition; placental ASM, HMU-PC fluorogenic substrate, 60 min; Potency, µM (series often up to 57.5 µM), for the others: top-dose activity change, negative = inhibition, most hits filed as inhibitors; 340,000 compounds, 0.006% hits; AID 504937; also: potency is read from the fitted curve at half-maximal effect
#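 Steps: dispense placental human ASM, pin compound, wait 10 min at room temperature, add HMU-PC0 substrate at 9 uM final, incubate 60 min at 37 °C, add stop solution raising pH to 10, read fluorescence.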
# Integrin act MD = integrin-mediated muscular dystrophy alleviation activation; alpha7betagal myoblasts, beta-gal FDG fluorescence, 48 h; Potency, µM (titrated, usually from 38.3 µM), for inactives: top-dose activation, most hits filed as activators; 350,000 compounds, 0.064% hits; AID 624291;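 also: potency is read from the fitted curve at half-maximal effect; 100% = response of the positive control SU9516; nearly all actives have a fitted effect of over 60% in size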
#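 Alpha7betagal+/- myoblasts (passage 13) were plated 16-24 hr, then exposed to compounds (1:260 dilution of DMSO stock) for 48 hours at 37C. After MPER lysis, β-galactosidase reporter activity was read as FDG fluorescence (ex 480/em 540) after 30 minutes.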
# TRPV1 agonist = agonists of human vanilloid receptor 1 (TRPV1); Q8NER1; TRPV1-expressing cells, Fluo-8 calcium influx, agonist mode; activation, % at 8.33 µM; 320,000 compounds, 0.19% hits; AID 540275; in the data active = activation above about 80%; inconclusive = between about 30% and that limit; also: 0% is about no effect
# Target sequence (Q8NER1 whole entry, looked up): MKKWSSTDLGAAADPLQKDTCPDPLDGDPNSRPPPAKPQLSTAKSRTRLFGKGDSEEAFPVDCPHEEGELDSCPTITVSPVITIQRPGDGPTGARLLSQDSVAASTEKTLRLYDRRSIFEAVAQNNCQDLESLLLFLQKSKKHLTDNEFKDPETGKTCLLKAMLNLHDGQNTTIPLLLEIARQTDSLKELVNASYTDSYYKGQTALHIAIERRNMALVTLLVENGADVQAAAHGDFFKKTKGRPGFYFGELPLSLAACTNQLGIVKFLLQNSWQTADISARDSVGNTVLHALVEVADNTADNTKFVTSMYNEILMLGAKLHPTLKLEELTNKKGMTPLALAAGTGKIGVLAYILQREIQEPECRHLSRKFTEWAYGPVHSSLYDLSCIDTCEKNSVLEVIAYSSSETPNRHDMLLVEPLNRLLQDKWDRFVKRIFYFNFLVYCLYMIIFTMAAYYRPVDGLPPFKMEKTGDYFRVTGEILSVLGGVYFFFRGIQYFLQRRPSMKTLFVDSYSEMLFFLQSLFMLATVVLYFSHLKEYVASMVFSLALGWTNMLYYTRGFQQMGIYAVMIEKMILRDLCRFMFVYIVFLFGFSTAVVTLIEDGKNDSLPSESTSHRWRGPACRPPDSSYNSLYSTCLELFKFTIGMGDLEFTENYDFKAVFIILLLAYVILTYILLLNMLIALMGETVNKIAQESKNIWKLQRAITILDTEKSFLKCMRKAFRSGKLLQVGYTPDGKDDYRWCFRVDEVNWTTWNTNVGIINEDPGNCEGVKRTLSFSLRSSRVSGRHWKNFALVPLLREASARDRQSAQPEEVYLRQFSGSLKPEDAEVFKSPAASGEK
#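 TRPV1-expressing cells were cultured overnight at 35.5C and loaded with Fluo-8 calcium dye for 40 to 90 min at room temperature. After a 10 s baseline, compound was added and calcium influx was read kinetically for 3 min (ex 480/em 520 nm).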
# uPA surface inh = cell surface uPA generation inhibition. cell surface uPA generation assay, qHTS. Potency, µM (highest dose often 38.3 µM), inactives show top-dose activity change, negative = inhibition, usual class: inhibitors. 330,000 compounds, 0.31% hits. AID 540303; active = well fitted inhibition curve with a large enough effect; inconclusive = small, poorly fitted or top-dose-only effect; inactive = no such curve, though single readings can be large or run the other way; tested in mouse RAW 264.7 cells; also: potency is read from the fitted curve at half-maximal effect; % is scaled to controls: 0 for no effect and ±100 for the full control effect; nearly all actives have a fitted effect of over 55% in size
# BRCA1 expr act = activators of BRCA1 expression. MCF7-BRCA1-FFLuc reporter, luminescence, 48 h; response scale: scaled: vehicle 0%, 10 µM genistein 100%. Potency, µM (highest dose often 46.1 µM), for inactives: at the highest dose activation, usual class: activators. 380,000 compounds, 1.1% hits; also: potency is read from the fitted curve at half-maximal effect; nearly all actives have a fitted effect of over 80% in size; some results filed as inactive show a strong effect at the top dose
#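 First, MCF7-BRCA1-FFLuc cells (2000/well) attach for 2 h; next, compounds are pin-added and incubated 48 h at 37 °C; finally, luciferase reagent is added and luminescence read after 15 min.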
# * = called active by the depositor; ? = inconclusive; · = not tested or not shown; [ ] = remark or other dose. Unless noted, calls follow the shape of the dose curve; as a rule, active = well fitted curve in the direction sought with a large enough effect; inconclusive = small, poorly fitted or top-dose-only effect, or another doubt; inactive = no such curve, though single readings can be large; an effect the other way counts as inactive or inconclusive.
# Short forms: A = Eya2 inh; B = USP2a inh; C = ELG1 genotoxic; D = B2AR arrestin; E = p53 reactivation; F = PTAP TSG101 blk; G = S-ASM inh; H = Integrin act MD; I = TRPV1 agonist; J = uPA surface inh; K = BRCA1 expr act
O=C(C1=C(O)C(=O)N(CCN2CCOCC2)C1c1cccc([N+](=O)[O-])c1)c1cccs1 (stereo not drawn)
  A: 4%; B: -8%; C: 1%; D: 0.5%; E: 2%; F: -1%; G: -2%; H: -18%; I: -2; J: 1%; K: -1%
CC(C)(C)C(=O)c1no[n+]([O-])c1/C(=N/O)C(C)(C)C
  A: -10%; B: 0%; C: -10%; D: -0.1%; E: 0%; F: -5%; G: -4%; H: 23%; I: 12; J: -1%; K: -38%
CC(=O)c1sc(NC(=O)C(C)Oc2ccc3c(C)cc(=O)oc3c2)nc1C (stereo not drawn)
  A: -9%; B: 2%; C: -7%; D: -1.4%; E: -25%; F: -2%; G: 56%[activator]; H: 10%; I: -1; J: -1%; K: -5%
O=C(CN(c1ccccc1F)S(=O)(=O)c1ccccc1)N1CCCCCC1
  A: 1%; B: 3%; C: -4%; D: -0.9%; E: 0%; F: -3%; G: -1%; H: -18%; I: 9; J: 2%; K: -3%
CCOc1cnc(C(=O)NNC(=O)C(Br)C(C)C)o1 (stereo not drawn)
  A: -7%; B: -1%; C: 0%; D: -1.1%; E: 0%; F: 0%; G: -2%; H: 17%; I: 1; J: 3%; K: -12%
CCn1c(CCCOc2ccc(Cl)cc2Cl)n[nH]c1=S
  A: 0%; B: 0%; C: 3%; D: 12%; E: 3%; F: -5%; G: -7%; H: -6%; I: 1; J: -1%; K: 6.3µM*
CC(=O)Nc1ccc(S(=O)(=O)NCCC(=O)OCc2nc(N)nc(Nc3ccccc3C)n2)cc1
  A: -2%; B: 0%; C: 5%; D: 0.4%; E: 5%; F: -3%; G: 3%; H: -9%; I: 0; J: 15%; K: -3%
COC(=O)COC(=O)c1ccc(-n2nnnc2SC)cc1
  A: 1%; B: 1%; C: -2%; D: -0.2%; E: 1%; F: -4%; G: -3%; H: -20%; I: 0; J: -4%; K: 2%
O=C(CC1C[C@H](C(=O)N2CCCCC2)[C@@]2(CCc3ccccc3)c3[nH]c4ccccc4c3CCN2C1=O)NCCC1=CCCCC1 (stereo partly drawn)
  A: 1%; B: -1%; C: -3%; D: 0.1%; E: -11%; F: 2%; G: -7%; H: 27%; I: ·; J: 7%; K: 6%
COc1cc(C(=O)OCC(=O)Nc2ccc(SC(F)F)cc2)cc(OC)c1OC
  A: 1%; B: 0%; C: -1%; D: 0.3%; E: 1%; F: 2%; G: -23%; H: -1%; I: 24; J: 3%; K: -30%

# An excerpt from further up, as a working copy:
# Short forms: A = Eya2 inh; B = USP2a inh; C = ELG1 genotoxic; D = B2AR arrestin; E = p53 reactivation; F = PTAP TSG101 blk; G = S-ASM inh; H = Integrin act MD; I = TRPV1 agonist; J = uPA surface inh; K = BRCA1 expr act
CC(C)(C)C(=O)c1no[n+]([O-])c1/C(=N/O)C(C)(C)C
  A: -10%; B: 0%; C: -10%; D: -0.1%; E: 0%; F: -5%; G: -4%; H: 23%; I: 12; J: -1%; K: -38%
CC(=O)c1sc(NC(=O)C(C)Oc2ccc3c(C)cc(=O)oc3c2)nc1C (stereo not drawn)
  A: -9%; B: 2%; C: -7%; D: -1.4%; E: -25%; F: -2%; G: 56%[activator]; H: 10%; I: -1; J: -1%; K: -5%
O=C(CN(c1ccccc1F)S(=O)(=O)c1ccccc1)N1CCCCCC1
  A: 1%; B: 3%; C: -4%; D: -0.9%; E: 0%; F: -3%; G: -1%; H: -18%; I: 9; J: 2%; K: -3%
CCOc1cnc(C(=O)NNC(=O)C(Br)C(C)C)o1 (stereo not drawn)
  A: -7%; B: -1%; C: 0%; D: -1.1%; E: 0%; F: 0%; G: -2%; H: 17%; I: 1; J: 3%; K: -12%
CCn1c(CCCOc2ccc(Cl)cc2Cl)n[nH]c1=S
  A: 0%; B: 0%; C: 3%; D: 12%; E: 3%; F: -5%; G: -7%; H: -6%; I: 1; J: -1%; K: 6.3µM*
CC(=O)Nc1ccc(S(=O)(=O)NCCC(=O)OCc2nc(N)nc(Nc3ccccc3C)n2)cc1
  A: -2%; B: 0%; C: 5%; D: 0.4%; E: 5%; F: -3%; G: 3%; H: -9%; I: 0; J: 15%; K: -3%

# Other compounds.
# Short forms: A = Eya2 inh; B = USP2a inh; C = ELG1 genotoxic; D = B2AR arrestin; E = p53 reactivation; F = PTAP TSG101 blk; G = S-ASM inh; H = Integrin act MD; I = TRPV1 agonist; J = uPA surface inh; K = BRCA1 expr act
CNC(=O)C(NC(=O)Nc1ccc(C)cc1)C(C)(C)C (stereo not drawn)
  A: -1%; B: 6%; C: 2%; D: -0.1%; E: 1%; F: 0%; G: 2%; H: ?; I: 2; J: 2%; K: 2%
Cc1ccc(S(=O)(=O)NC(Cc2c[nH]c3ccccc23)C(=O)O)cc1 (stereo not drawn)
  A: ·; B: ·; C: ·; D: ·; E: ·; F: -3%; G: -3%; H: -13%; I: ·; J: 1%; K: -14%
CCN1CCN(c2ccc(S(=O)(=O)N(CC)CC)cc2[N+](=O)[O-])CC1
  A: 7%; B: 0%; C: -1%; D: 0.0%; E: -2%; F: 0%; G: -12%; H: -17%; I: -2; J: -2%; K: -29%
CC(C)N1CCc2c(sc(NC(=O)c3cc(-c4cccs4)nc4ccccc34)c2C(N)=O)C1
  A: -4%; B: 5%; C: -10%; D: -0.3%; E: -5%; F: 5%; G: -29%; H: -66%[inhibitor]; I: 8; J: ?; K: -91%[inhibitor]
Cc1cc(C)c(NC(=O)C2CCCO2)c(C)c1 (stereo not drawn)
  A: ·; B: ·; C: ·; D: ·; E: ·; F: -1%; G: 1%; H: ?; I: ·; J: 6%; K: 34%
COc1ccc(CN2CCC(=O)N([C@H](CO)c3ccccc3)CC2)cc1
  A: -5%; B: 2%; C: 0%; D: -0.4%; E: 6%; F: 1%; G: 3%; H: 14%; I: 1; J: 1%; K: -8%
NC(=O)Cn1cc(/C=N\NS(=O)(=O)c2ccc(F)cc2)c2ccccc21
  A: 3%; B: 1%; C: -3%; D: -0.3%; E: -11%; F: 0%; G: -2%; H: 17%; I: -3; J: 0%; K: -24%
Clc1ccc(C(CCN2CCCC2)Cc2ccccc2)cc1 (stereo not drawn)
  A: -9%; B: 0%; C: -10%; D: 0.2%; E: -4%; F: -4%; G: 1%; H: -62%[inhibitor]; I: 1; J: -4%; K: -42%
O=C(NC(=S)NN1CCCCC1c1cccnc1)c1ccc(Cl)cc1Cl (stereo not drawn)
  A: -2%; B: 3%; C: -6%; D: ?; E: 0%; F: -1%; G: 0%; H: 25%; I: 1; J: -1%; K: 22%
